M. tuberculosis HTS: M. tuberculosis growth inhibition, HTS (AID 449762) | M. tuberculosis H37Rv growth inhibition, 7H9 media; higher % means a stronger effect | one-dose inhibition, % at 25 µM; IC50 in µM for titrated hits | 330,000 tested, 0.59% active; in the data active means a potency from the dose series; inconclusive means inhibition above about 70% without an active follow-up result;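 further: bacterial growth assessed after seven days of incubation; strong numbers were not always called active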
M. tuberculosis: growth inhibition of non-replicating M. tuberculosis (AID 488890); Mycobacterium tuberculosis non-replicating, growth inhibition; higher % means a stronger effect; one-dose inhibition, % at 25 µM; IC50 in µM for titrated hits; 320,000 tested, 0.39% active; in the data active means a potency from the dose series; inconclusive means inhibition mostly from about 82% at the one dose, without a potency; inactive means the rest, 99 in 100 with inhibition below about 76%;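 further: plate controls were DMSO cells for no effect and high antibiotic wells for full effect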
inhibitors of VEEV: inhibitors of VEEV TC-83 cytopathic effect, confirmation, Vero cells (AID 588727); inhibition, % at 20 µM, or IC50 in µM where a hit was titrated; Vero cells, VEEV TC-83 cytopathic effect inhibition; higher % means a stronger effect; 350,000 tested, 0.13% active; in the data active means a potency from the dose series; inconclusive means inhibition mostly from about 14% at the one dose, without a potency; inactive means the rest, 99 in 100 with inhibition below about 12%; further: strong numbers were not always called active
H1N1 NS1A inhibition: H1N1 influenza NS1A inhibitors, functional cell based assay (AID 504329) | NS1A functional cell-based assay, percent inhibition; higher % means a stronger effect | one-dose inhibition, % at 12.5 µM; IC50 in µM for titrated hits | 340,000 tested, 0.3% active; in the data active means a potency from the dose series; inconclusive means inhibition above about 27% without an active follow-up result; further: strong numbers were not always called active
PhoP GFP inhibition: PhoP regulon inhibitors, Salmonella typhi PhoP promoter GFP reporter, confirmatory (AID 1850); Salmonella Typhi PhoP-promoter GFP reporter, fluorescence, 4 h; higher % means a stronger effect; inhibition, % at 50 µM, or IC50 in µM where a hit was titrated; 310,000 tested, 0.33% active; in the data active means a potency from the dose series; inconclusive means inhibition mostly from about 25% at the one dose, without a potency; inactive means the rest, 99 in 100 with inhibition below about 19%;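 further: 0% = induced wells with vehicle and 100% = uninduced wells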
inhibitors of VEEV 10K pilot screen: further read-out of inhibitors of VEEV, marked with its call; inhibition, %; measured here: 10K pilot screen inhibition
Active calls of the source: *; i = inactive; ? = inconclusive; . = not tested or not shown.

SMILES | M. tuberculosis HTS | M. tuberculosis | inhibitors of VEEV | H1N1 NS1A inhibition | PhoP GFP inhibition | others
CC(=O)N1CCN(c2ccc(NC(=O)c3ccccc3C)cc2)CC1 | 1% | 6% | 0.6% | -8% | -1%
CCc1ccc(NC(=O)c2c(Cl)nc(C)c(Cl)c2C)cc1 | 6% | -7% | 0.0% | 3% | -6%
CC(=O)c1ccc(N2CCN(S(=O)(=O)c3cc4c(cc3C)NC(=O)CO4)CC2)cc1 | 6% | -3% | 0.8% | 3% | 7%
CCCn1c(=O)c(C(=O)NCc2ccccc2)c(O)c2ccccc21 | 17% | 4% | 3.3% | -26% | 2%
Fc1ccccc1-n1cn[nH]c1=S | 6% | 0% | 1.1% | 6% | -14%
COC(=O)c1ccccc1NC(=O)COC(=O)/C=C/c1cccs1 | 13% | 18% | 5.5% | 1% | .
N#Cc1c(SCc2cccc(Cl)c2)sc(C(=O)c2ccccc2)c1N | -2% | 14% | 7.0% | 1% | -8%
CCOC(=O)c1sc(NC(=O)c2cccnc2)nc1C | -2% | . | 4.0% | 5% | -9%
O=C(c1ccc2c(c1)C(=O)N(Cc1ccncc1)C2=O)N1CCN(S(=O)(=O)c2ccc(OC(F)(F)F)cc2)CC1 | . | . | 4.5% | -2% | .
CCOC(=O)/C(C#N)=C1/C=CNC(=O)N1 | -2% | 5% | i | 16% | -8%
CC(C)CNS(=O)(=O)c1ccc(OCC(=O)NCc2ccco2)cc1 | 16% | 5% | 0.6% | 23% | 5%
O=C(NNC(=O)C1CCCC1)c1cc([N+](=O)[O-])cc([N+](=O)[O-])c1 | ? | 44% | 0.7% | -6% | .
Cn1cnnc1SCC(=O)Nc1ncc([N+](=O)[O-])s1 | -5% | -10% | 2.4% | 2% | .
Cc1cc(C(=O)NNC(=O)c2ccccc2O)c(C)o1 | -1% | -14% | 7.5% | -9% | .
CC1CC(C)CN(S(=O)(=O)CC23CCC(CC2=O)C3(C)C)C1 (centres undefined) | 5% | -10% | 0.8% | 9% | -4%
COc1cc(C(=O)NCCNC(=O)C2CCCNC2=O)cc(OC)c1OC (centres undefined) | -9% | -8% | 1.1% | -1% | 9%
CCCn1c(=N)c(S(=O)(=O)c2ccc(F)cc2)cc2c(=O)n3ccccc3nc21 | -6% | 1% | 0.4% | -2% | 2%
O=C(NCc1ccccc1)c1c(O)c2cccc3c2n(c1=O)CCC3 | 0% | -13% | 6.1% | -3% | 4%
CCOC(=O)C(C)n1cnc2c(nnn2-c2cccc(OC)c2)c1=O (centres undefined) | -3% | -12% | 1.5% | -25% | 4%
Cc1nc2ccccc2c(=O)n1/N=C/c1ccccc1O | 4% | 43% | 8.1% | 8% | 2%

Structural class: the compounds so far containing a halogen.
SMILES | M. tuberculosis HTS | M. tuberculosis | inhibitors of VEEV | H1N1 NS1A inhibition | PhoP GFP inhibition | others
CCc1ccc(NC(=O)c2c(Cl)nc(C)c(Cl)c2C)cc1 | 6% | -7% | 0.0% | 3% | -6%
Fc1ccccc1-n1cn[nH]c1=S | 6% | 0% | 1.1% | 6% | -14%
N#Cc1c(SCc2cccc(Cl)c2)sc(C(=O)c2ccccc2)c1N | -2% | 14% | 7.0% | 1% | -8%
O=C(c1ccc2c(c1)C(=O)N(Cc1ccncc1)C2=O)N1CCN(S(=O)(=O)c2ccc(OC(F)(F)F)cc2)CC1 | . | . | 4.5% | -2% | .
CCCn1c(=N)c(S(=O)(=O)c2ccc(F)cc2)cc2c(=O)n3ccccc3nc21 | -6% | 1% | 0.4% | -2% | 2%

Next structures follow:
SMILES | M. tuberculosis HTS | M. tuberculosis | inhibitors of VEEV | H1N1 NS1A inhibition | PhoP GFP inhibition | others
COc1ccccc1N1CCN(CC(=O)Nc2c(C)n[nH]c2C)CC1 | 1% | -8% | 0.3% | -5% | -8%
O=C(c1ccco1)N(Cc1ccco1)c1ccc(O)cc1 | -3% | -2% | i | -3% | 2% | inhibitors of VEEV 10K pilot screen=0.2
CCOc1nc(C)ccc1-c1noc(-c2ccccc2OC)n1 | 3% | 23% | 5.2% | 2% | 7%
CCOC(=O)/C(=N/Nc1ccc(Cl)cc1)S(=O)(=O)c1ccc(Cl)cc1 | 0% | 5% | 0.1% | 9% | -2%
O=C(CC(=O)N/N=C\c1ccccc1)NCCc1ccccc1 | -3% | -22% | 0.6% | -9% | 6%
Cc1ccc(O)c(NC(=O)/C=C/C(=O)O)c1 | 3% | -5% | 1.1% | -4% | -2%
N#Cc1ccc(Oc2ccc(NC(=O)C3CC=CCC3C(=O)O)cc2)cc1 (centres undefined) | -3% | 0% | 0.7% | -7% | 0%
O=C(C1CCCN(Cc2ccccc2F)C1)N1CCCCC1 (centres undefined) | 10% | 14% | 1.1% | 20% | -2%
Cc1cc(/C=C2\SC(=S)N(Cc3ccco3)C2=O)c(C)n1-c1ccccc1 | -3% | 24% | 0.8% | 5% | 2%
CCSc1nnc(-c2cccnc2)n1Cc1ccco1 | 9% | -1% | 2.8% | 17% | 0%
CC(C)c1cc(NC(=O)CCl)on1 | ? | ? | ? | -1% | -7%
NC(=O)C(c1ccc(Cl)cc1)c1ccc(Sc2ccccc2)nn1 (centres undefined) | 5% | 10% | i | -6% | -8%
COc1ccc(CCNC(=O)CSc2ccc(-c3ccncc3)nn2)cc1 | -1% | 29% | 3.3% | -15% | 24%
COc1ccc(C(=O)CC(=O)c2ccccc2O)cc1OC | 4% | . | 3.5% | 3% | -3%
CCOC(=O)c1sc(NC(=O)c2cccc(S(=O)(=O)N3c4ccccc4CC3C)c2)cc1C (centres undefined) | 3% | -6% | i | -8% | -3%
COCCN(Cc1cc2cc(C)ccc2nc1Cl)C(=O)Nc1ccccc1OC | 1% | 6% | i | -9% | -5%
O=C(NCCC1=CCCCC1)C1CCN(S(=O)(=O)c2ccc(Br)s2)CC1 | 10% | 11% | i | -8% | 0%
COc1ccc(CCNc2oc(COc3ccccc3F)nc2C#N)cc1 | -3% | 55% | 0.9% | -2% | -6%
COc1cc2[nH]c(=S)n(Cc3ccco3)c(=O)c2cc1OC | 2% | -4% | 4.9% | 36% | 9%
O=C(NNc1ccccc1)C(=O)NNS(=O)(=O)c1ccc(CCCl)cc1 | ? | 47% | 2.2% | -8% | 2%
CC[C@@]12C(=O)N(c3cccc(Br)c3)C(=O)N1[C@H](c1ccc(OC)cc1)[C@@H]1C(=O)N(C(C)(C)C)C(=O)[C@@H]12 | 6% | 23% | 0.6% | 12% | 2%
O=C(NNc1nc2c(F)cccc2s1)C1COc2ccccc2O1 (centres undefined) | 23% | 52% | 2.3% | -9% | 1%
COc1ccc(Cl)cc1NC(=O)CSc1nnc(CN2CCOCC2)n1-c1ccc(Cl)cc1 | 3% | 28% | 1.3% | 10% | 1%
CCN(CC)S(=O)(=O)c1ccc(NC(=O)COC(=O)c2cnc(C)cn2)cc1 | -5% | 5% | 1.4% | -11% | -5%
COC(=O)c1ccccc1NC(=O)c1cccc(NC(=O)c2ccc(Br)o2)c1C | -5% | -3% | i | 6% | 4%
CCCCc1ccc(NC(=S)NCCc2ccc(S(N)(=O)=O)cc2)cc1 | ? | ? | 2.4% | 3% | 2%
COc1ccc(OCc2nc(N)nc(Nc3ccccc3)n2)cc1 | 8% | 3% | 6.1% | -1% | -6%
COc1ccccc1C(=O)C(O)c1ccccc1OC (centres undefined) | 1% | 13% | i | -9% | 0%
CC(=O)N1CCSc2ccc(S(=O)(=O)NCCc3ccc(C)cc3)cc21 | -1% | -7% | i | -8% | -8%
CC(=O)NCCNC(=O)[C@H](Cc1ccccc1)NC(=O)c1cccs1 | 2% | 3% | i | -2% | -2%
CCOC(=O)C1=C(O)/C(=C/c2ccc(OCC(=O)O)c(OC)c2)SC1=Nc1ccc(OC)cc1 | 65% | 28% | 0.4% | 10% | -8%
CCOc1ccccc1/C=C/c1nc2ccccc2[nH]c1=O | -2% | 1% | i | 17% | -2%
CCOC(=O)Nc1cc(OCC)c(NC(=O)C2CC2)cc1OCC | -12% | 10% | 1.1% | 6% | -1%
C=CCc1ccc2oc(C(=O)OCC)cc(=O)c2c1O | 2% | 1.3µM* | 1.9% | -4% | 8%
O=C(Cc1ccc(NC(=O)C2CCN(C(=O)c3ccccc3)CC2)cc1)Nc1cccc(C(=O)N2CCCC2)c1 | . | . | i | -10% | .
O=C(O)c1ccc(/C=N/N2CCN(c3ccccc3)CC2)cc1 | -4% | -5% | i | 1% | -2%
CCOc1ccc(Br)cc1S(=O)(=O)Nc1ccc(Cl)c(S(=O)(=O)N(CC)c2ccccc2)c1 | -11% | 23% | 1.8% | -9% | -4% | inhibitors of VEEV 10K pilot screen=2.0
COc1ccc(OC)c2c(N3CC(C)OC(C)C3)cc(C(F)(F)F)nc12 (centres undefined) | -2% | 18% | 0.9% | -1% | -11%
CCCOc1ccccc1C(=O)NCCCC(=O)O | -4% | -1% | 0.4% | 9% | 3%
Nn1c(SCC(=O)N2CCCc3ccccc32)nncc1=O | -4% | -10% | 0.9% | -11% | 3%
O=C(NCC(c1cccs1)N1CCOCC1)c1cc(S(=O)(=O)N2CCOCC2)c(Cl)cc1Cl (centres undefined) | 5% | -3% | 2.5% | -4% | 11%
O=C(NCCc1ccccc1)C1CCN(c2ncccn2)CC1 | -2% | 2% | i | -3% | 4%
CCn1c(=O)c([N+](=O)[O-])c(N2CCN(Cc3ccc4c(c3)OCO4)CC2)c2ccccc21 | 26% | 0% | 7.8% | 8% | -8%
CCOC(=O)C1CCN(CCC(=O)Nc2ccc(C)cc2)CC1 | -1% | 3% | 1.0% | -6% | 2%
COc1ccc(C)cc1S(=O)(=O)Nc1ccc2c(c1)OCO2 | -10% | -11% | 1.5% | -6% | -2%
Cc1nc2cc(N=NC3=C(O)CCCC3=O)ccc2s1 | 1% | 4% | 0.4% | 10% | -1%
CC(Sc1nc(NC(C)(C)C)nc(N(C)C)n1)C(=O)Nc1ccccc1 (centres undefined) | 2% | -5% | 0.6% | -5% | -8%
COc1ccc2cc(-c3[nH]ncc3CN3C[C@@H]4CCC[C@H]3C4)ccc2c1 | 0% | 8% | 1.3% | -4% | -9%
C/C(Nc1cccc(F)c1)=C(/C#N)C(N)=O | 5% | 1% | 1.2% | -6% | 4%
C#CC(CC)(CC)NC(=O)c1ccc(Br)s1 | -5% | 44% | 1.2% | 7% | 10%

(continued)
SMILES | M. tuberculosis HTS | M. tuberculosis | inhibitors of VEEV | H1N1 NS1A inhibition | PhoP GFP inhibition | others
NNC(=O)c1nc[nH]c1C(=O)Nc1ccccc1 | 3% | -11% | 0.7% | 5% | 1%
Oc1ccc(C(=Nc2ccccc2)c2ccccc2)c(O)c1 | . | . | 0.8% | 6% | .
O=C(NCCC(=O)N1CCN(S(=O)(=O)c2ccc(F)cc2)CC1)Nc1ccccc1 | -4% | 15% | 0.8% | -1% | .
COc1cc(OC)nc(Oc2ccc(N)c(C)c2)n1 | -7% | -9% | 0.4% | 0% | 2%
CC(C)(C)OC(=O)N1CCC2(CC1)Oc1ccc(Cl)cc1C(=O)C21CC(c2ccc(Cl)cc2)=NO1 (centres undefined) | 35% | -1% | 0.3% | -9% | -16%
CCC(CC)NC(=O)COn1nnc2ccc(S(=O)(=O)N3CCOCC3)cc21 | -5% | -9% | 1.7% | -14% | -6%
CCn1cc(C(=O)N2CCn3c(nc4ccccc43)C2)c(=O)c2ccc(C)nc21 | -7% | . | 1.8% | 6% | 6%
O=C(CNC(=O)c1ccc(Br)o1)Nc1cccc(S(=O)(=O)N2CCCC2)c1 | -7% | 11% | 2.2% | 8% | -2%
NC1=NC(c2cn(-c3ccccc3)nc2-c2cccs2)n2c(nc3ccccc32)N1 (centres undefined) | 5% | 52% | 1.8% | 20% | -3%
O=C(Nc1cccc(Cl)c1)OCc1cncs1 | 9% | 10% | 1.9% | -2% | -4%
CCN(CC(=O)Nc1ccc(NC(C)=O)cc1)C(=O)C1CCN(C(=O)c2ccccc2C)CC1 | . | . | 11% | -2% | .
CCOc1ccc(N(CC(=O)NCCc2ccccc2)C(=O)c2csnn2)cc1 | -3% | -12% | i | 3% | -4%
N#CC12C(N)=NC3(OCCO3)C1(C#N)C1=C(CCC1)NC2c1ccccc1 (centres undefined) | -2% | 4% | 0.8% | -3% | -4%

Ordered by molecular weight (largest number first): some entries from above
SMILES | M. tuberculosis HTS | M. tuberculosis | inhibitors of VEEV | H1N1 NS1A inhibition | PhoP GFP inhibition | others
O=C(c1ccc2c(c1)C(=O)N(Cc1ccncc1)C2=O)N1CCN(S(=O)(=O)c2ccc(OC(F)(F)F)cc2)CC1 | . | . | 4.5% | -2% | .
CCOC(=O)C(C)n1cnc2c(nnn2-c2cccc(OC)c2)c1=O (centres undefined) | -3% | -12% | 1.5% | -25% | 4%
CCc1ccc(NC(=O)c2c(Cl)nc(C)c(Cl)c2C)cc1 | 6% | -7% | 0.0% | 3% | -6%

Source: PubChem BioAssay (Southern Research Specialized Biocontainment Screening Center)
